NCI-60 one-dose screen, 48 h, at 10 µM unless noted. Numbers give growth in % (100 = growth as untreated, 0 = no growth, -100 = all killed).
OVCAR-5 = OVCAR-5 ovarian cancer. 2.9% of 82,000 active. AID 1794783
NCI-H226 = NCI-H226 lung cancer | 3.5% of 79,000 active
OVCAR-3 = OVCAR-3 ovarian cancer | 7% of 79,000 active | AID 1794787
OVCAR-8 = OVCAR-8 ovarian cancer. 4.4% of 81,000 active. AID 1794782
NCI-H322M = NCI-H322M lung cancer | 2.7% of 80,000 active
NCI-H460 = NCI-H460 lung cancer. 6.8% of 82,000 active. AID 1794736
NCI/ADR-RES = NCI/ADR-RES ovarian cells. 4.4% of 81,000 active
NCI-H23 = NCI-H23 lung cancer | 4% of 80,000 active
NCI-H522 = NCI-H522 lung cancer. 8% of 78,000 active. AID 1794739
* hit, by the source's call; / = not tested or not shown; & = joins results of further samples; [ ] = remark or other dose. How the source made its calls: active means growth percent below 10; inactive means the rest.

No. | Compound | OVCAR-5 | NCI/ADR-RES | NCI-H522 | NCI-H322M | NCI-H460 | OVCAR-8 | OVCAR-3 | NCI-H226 | NCI-H23
1 | Cn1c(=O)[nH]c2nc(SC/C(=N/O)c3ccc(Br)cc3)[nH]c2c1=O | 95 | 108 | 91 | 103 | 99 | 99 | 103 | 88 | 108
2 | COc1ccc(OC)c2nc3c(nc12)C(=O)c1ccccc1C3=O | 109 | 88 | 89 | 80 | 36 | 90 | 83 | 82 | 44
3 | CC(=O)Nc1ccc(-c2cn(-c3cccc(C(=O)Nc4ccc(N5CCN(C)CC5)cc4)c3)nn2)cn1 | 107 | 89 | 92 | 96 | 90 | 82 | 109 | 69 | 67
4 | CC(=O)[C@@H]1CC[C@H](C)c2ccc(C)nc2C1 | 107 | 101 | 87 | 113 | 109 | 103 | 121 | 99 | 100
5 | O=c1[nH][n+](-c2[nH]ncc2[N+](=O)[O-])no1 | 98 | 106 | 96 | 103 | 108 | 107 | 105 | 99 | 105
6 | COc1ccc2nc(-c3cc4c([nH]c5ccccc54)c(-c4ccc(F)c(F)c4)n3)[nH]c2c1 | 108 | 35 | 33 | 48 | 54 | 45 | 55 | 62 | 53
7 | Cc1ccccc1C(c1ccccc1)N(C)C (centres undefined) | 113 | 104 | 101 | 105 | 102 | 101 | 101 | 96 | 106
8 | CN(C)c1ccc(O)c2c1CC1CC3C(N(C)C)C(=O)C(C(N)=O)=C(O)C3(O)C(=O)C1=C2O (centres undefined) | 63 | 67 | 36 | 39 | 29 | 38 | 47 | 71 | 51
9 | Cc1cccc(N2CCN(c3ncnc4sc5c(c34)CCN(CC(=O)O)C5)CC2)c1 | 104 | 103 | 95 | / | 104 | 102 | 105 | 102 | 109
10 | O=C(COc1cccc(/C=C2\CSc3ccccc3C2=O)c1)Nc1nccs1 | 84 | 55 | -60* | 99 | 92 | 31 | 24 | 104 | 20
11 | O=c1[nH]c2cc(Cl)ccc2nc1/C=C(\O)c1ccc(O)cc1 | 115 | 111 | 105 | 124 | 113 | 107 | 93 | 96 | 101
12 | Cc1cccc(Nc2ncnc3c2cnn3-c2cccc(Br)c2)c1 | 112 | 99 | 93 | 103 | 103 | 100 | 106 | 77 | 96
13 | O=C(NCCNc1nccc(-n2ccc3cccnc32)n1)c1ccc(F)cc1 | 95 | 99 | 90 | 98 | 102 | 103 | 111 | 98 | 97
14 | CN1CCN(CC2C3CCC(C3)C2O)CC1 (centres undefined) | 97 | 110 | 94 | 108 | 107 | 105 | 103 | 97 | 98
15 | FC(F)(F)c1ccc(-c2cnc(C3=NCCN3)nc2NC2CCCCCC2)cc1 | 98 | 91 | 93 | / | 105 | 94 | 106 | 96 | /
16 | N#C/C(=C(\CCCO)NC(Cc1c[nH]c2ccccc12)C(=O)O)c1nc2ccccc2c(=O)[nH]1 (centres undefined) | 101 | 108 | 88 | 121 | 119 | 106 | 113 | 101 | 108
17 | CC(O)CNc1nc(N)[nH]c(=O)c1N=Nc1ccccc1 (centres undefined) | 116 | 109 | 95 | 102 | 108 | 102 | 118 | 107 | 103
18 | CCCCOc1ccccc1I | 96 | 100 | 94 | 92 | 116 | 101 | 111 | 101 | 102
19 | O=C(/C=C1\C(=O)Nc2ccccc21)/C=C1/C(=O)Nc2ccccc21 | 98 | 93 | 75 | 115 | 96 | 95 | 71 | 86 | 86
20 | COC(=O)c1ccc(Nc2nc(N)nn2Cc2cccc(Br)c2)cc1 | 102 | 98 | 97 | 96 | 102 | 102 | 112 | 94 | 96
21 | CC(C)[C@@H]1CC[C@]2(C(=O)NCCCCN=C(N)N)CC[C@]3(C)[C@H](CC[C@@H]4[C@@]5(C)CCC(=O)C(C)(C)[C@@H]5CC[C@]43C)[C@@H]12 | 97 | 101 | 19 | 74 | 59 | 70 | 55 | 84 | 69
22 | CN1CCOCCN(C)Cc2ccc3ccc(cc3c2)CN(C)CCOCCN(C)Cc2ccc3ccc(cc3c2)C1 | 134 | 84 | 110 | 100 | 60 | 103 | 76 | 111 | 90
23 | C=CCn1cc(-c2nc3ccccc3s2)c2cc(-c3ccc4c5c(cccc35)C(=O)NC4=O)ccc21 | 109 | 104 | 91 | 103 | 99 | 98 | 103 | 85 | 92
24 | CCn1c(SCC(=O)Nc2ccc(/C(C)=N\O)cc2)nnc1-c1ccc(OC)c(OC)c1 | 124 | 101 | 89 | 100 | 105 | 88 | 119 | 106 | 86
25 | N#Cc1c(NC(=O)c2cccs2)[n+]([O-])c2ccc(Cl)cc2[n+]1[O-] | 114 | 99 | 94 | 108 | 113 | 108 | 82 | 92 | 103
26 | O=C(Nc1nnc(/C=C/c2ccccc2)s1)c1ccccc1 | 94 | 113 | 94 | 86 | 104 | 99 | 104 | 101 | 107
27 | CN(C(=O)C1CC1)c1ccccc1 | 100&104 | 105&102 | 104&97 | 101 | 105&105 | 97&99 | 112&102 | 86 | 106&100
28 | COc1ccc(-c2cc(-c3ccc(OC)cc3)c3sc(=O)[nH]c3n2)cc1 | 101 | 92 | 69 | 82 | 94 | 82 | 101 | 71 | 98
29 | CN(C)c1ccc(/C=C/C(=O)c2cccc(OCC(=O)O)c2)cc1 | 114 | 110 | 101 | 109 | 110 | 107 | 120 | 108 | /
30 | O=C1N=c2cc3c(cc2=C/C1=C/c1sc(=S)n(CCc2ccccc2)c1O)OCO3 | 93 | 97 | 90 | 98 | 103 | 117 | 102 | 90 | 98
31 | O=C(Nc1ccc(Cl)cc1)Nc1nc2ccc([N+](=O)[O-])cc2s1 | 18 | -6.9* | -21* | 2.7* | -9.3* | 6.0* | -27* | -15* | -45*
32 | O=C(/C=C/c1cccc(Br)c1)c1cccc(OCCCOc2cccc(C(=O)/C=C/c3cccc(Br)c3)c2)c1 | 105 | 102 | 91 | 97 | 102 | 98 | 104 | 96 | 101
33 | O=c1cc(-c2ccccc2)nc2sc(-c3c[nH]c4ccc(F)cc34)nn12 | 77 | 61 | 63 | 61 | 17 | 62 | / | 41 | 73
34 | CCOC(=O)c1cc(C#N)c2sc3ccccc3n2c1=O | 101 | 115 | 93 | 88 | 108 | 103 | 105 | 100 | 109
35 | CS(=O)(=O)c1ccc(-c2[nH]c3ccccc3c2/C=N/NC(N)=S)cc1 | 101 | 101 | 85 | 102 | 102 | 103 | 108 | 103 | 98
36 | CC[N+](CC)=c1ccc2nc3c(cc(N)c4ccccc43)oc-2c1 | -82* | -62* | -48* | -46* | -57* | -28* | -57* | -48* | -42*
37 | O=C(Nc1cccc2c(=O)[nH][nH]c(=O)c12)c1ccc([N+](=O)[O-])cc1 | 113 | 92 | / | 103 | 103 | 105 | 107 | 96 | 101
38 | COc1cc(Br)c(CC2c3cc(OC)c(OC)cc3CCN2C)cc1OC (centres undefined) | 102 | 112 | 90 | 104 | 102 | 99 | 99 | 95 | 95
39 | CC(=O)c1cc2c(cc1C(C)C)C(C)(C)CCC2(C)C | 87 | 102 | 95 | 96 | 111 | 106 | 107 | 96 | 94
40 | O=C1c2cccc(S(=O)(=O)O)c2C(=O)c2c1cccc2S(=O)(=O)O | 106 | 106 | / | 123 | 110 | 111 | 114 | 107 | 105
41 | CC(=O)N(C)c1ccc(N)cc1 | 107 | 108 | 105 | 105 | 103 | 111 | 159 | 96 | 111
42 | CCC(=O)OCCOc1ccc(C(C)(C)C)cc1 | 95 | 107 | 99 | 109 | 100 | 109 | 121 | 104 | 103
43 | Nc1nc2c(ncn2C2CCCC2)c(=O)[nH]1 | 102 | 104 | 100 | 124 | 121 | 107 | 121 | 106 | 103
44 | Cc1[nH]c(-c2nc3ccccc3[nH]2)c(C)c1C(=O)NCc1ccccc1 | 98 | 105 | 91 | 102 | 103 | 97 | 107 | 96 | 103
45 | CC1(C)C(=O)CC[C@]2(C)[C@H]3C(=O)C=C4[C@@H]5C[C@@](C)(C(=O)Nc6cccc7cccnc67)CC[C@]5(C)CC[C@@]4(C)[C@]3(C)CC[C@@H]12 | 97 | 77 | 74 | 84 | 50 | 70 | 59 | 69 | 49
46 | O=C(CCC(=O)c1nc2ncccc2[nH]1)NN1C(=O)CSC1c1ccc(Br)cc1 (centres undefined) | 111 | 104 | 87 | 94 | 99 | 98 | 99 | 93 | 96
47 | COc1ccc(C(=O)/C=C/c2ccc(N3CCCCC3)cc2)cc1OC | 100 | 93 | 84 | 92 | 98 | 93 | 104 | 73 | 93
48 | COc1ccc(-c2nc(C(=O)Nc3cc(F)cc(F)c3)nn2-c2cccc3ccccc23)cc1OC | 84 | 87 | 59 | 69 | 92 | 92 | 70 | 77 | 77
49 | NC(N)=NC1CCc2ccccc2C1 (centres undefined) | 116 | 98 | 78 | 103 | / | 86 | 109 | / | 95
50 | C=CCOc1c(CCC)cc(C(=O)N(C)C)cc1CCC | 112 | 99 | 86 | / | 105 | 99 | 108 | 100 | 101
51 | O=C(O)c1ccccn1 | 106 | 108 | 75 | 105 | 106 | 111 | 100 | 104 | 102
52 | C/C(=C(/c1ccc(Cl)cc1)c1ccc(OCCN(C)C)cc1)c1ccc(Cl)cc1 | 94 | 103 | 83 | 102 | 113 | 99 | 112 | 107 | 112
53 | COC(=O)c1nc(-c2ccc(C)cc2)oc1S(=O)(=O)c1ccc(Cl)cc1 | 96 | 105 | 60 | 100 | 109 | 94 | 107 | 96 | 91
54 | C[C@]12CC[C@@H]3c4ccc(OS(=O)(=O)O)cc4CC[C@H]3[C@@H]1CC[C@@H]2NS(=O)(=O)c1cccc(C(F)(F)F)c1 | 96 | 105 | 101 | 98 | 109 | 103 | 96 | 96 | 99
55 | CC1=NN(c2cccc(Cl)c2)C(=O)/C1=C\c1coc2ccccc2c1=O | 94 | 87 | / | 121 | 113 | 99 | 123 | 93 | 88
56 | CC(=O)c1ccc(Cc2ccc(C(C)=O)s2)s1 | 100 | 106 | 96 | 92 | 94 | 107 | 100 | / | 103
57 | OCC(O)C(O)C(O)C(O)C(c1ccccc1)c1ccccc1 (centres undefined) | 107 | 100 | 95 | 98 | 110 | 99 | 102 | 98 | 98
58 | O=C(O)c1ccc(CO)o1 | 108 | 116 | 86 | 105 | 101 | 95 | 112 | 106 | 110
59 | COc1ccc(C(=O)CCN(C)C)c(OC)c1 | 96 | 97 | 90 | 91 | 102 | 97 | 105 | 97 | 104
60 | CCOC(=O)c1c(C(=O)c2cn(C)c3ccc(OC)cc23)c(-c2cn(C)c3ccc(OC)cc23)n(NC(=O)OC(C)(C)C)c1C | 85[100 µM] | 78[100 µM] | 76[100 µM] | 79[100 µM] | 65[100 µM] | 68[100 µM] | 76[100 µM] | 81[100 µM] | 93[100 µM]

More entries.
No. | Compound | OVCAR-5 | NCI/ADR-RES | NCI-H522 | NCI-H322M | NCI-H460 | OVCAR-8 | OVCAR-3 | NCI-H226 | NCI-H23
61 | CC1(C)CC(=O)C2=C(C1)N(c1ccc(F)cc1)C(N)=C(C#N)C2c1ccc(Cl)cc1Cl (centres undefined) | 106 | 95 | 93 | 102 | 98 | 84 | 110 | 98 | 99
62 | Cc1nc2c(cnn2-c2ccccc2)c(=O)n1-c1ccc(N2C(=O)c3ccccc3C2=O)cc1 | 99 | 101 | 90 | 101 | 102 | 104 | 115 | 97 | 103
63 | COc1ccc(/C=C(/c2ccccc2)[N+](=O)[O-])cc1 | -60* | 7.7* | -84* | 4.1* | -23* | -7.3* | -97* | -6.7* | -48*
64 | Cc1ccc(-c2cn(-c3ccc(Cl)cc3)c(SCC(=O)c3ccc(Br)cc3)n2)cc1 | 99 | 78 | 65 | 104 | 93 | 56 | 93 | 80 | 74
65 | O=c1oc2ccc(F)cc2c(=O)n1-c1ccc(Br)cc1F | 22 | 6.3* | -18* | 6.7* | 4.1* | 8.6* | 5.9* | / | 1.5*
66 | COc1cc2oc(C(=O)N[C@@H](Cc3ccccc3)C(O)C(=O)NCc3ccccc3)c(C)c(=O)c2cc1OC (some centres undefined) | 88 | 104 | 101 | 109 | 109 | 96 | 118 | 96 | 105
67 | Cc1c(C(=O)C(SC(=S)N2CCN(C(=O)OC(C)(C)C)CC2)SC(=S)N2CCN(C(=O)OC(C)(C)C)CC2)nnn1-c1ccc([N+](=O)[O-])cc1 | 112 | 101 | 85 | 102 | 107 | 91 | 106 | 86 | 101
68 | COc1ccc(Nc2nc(N)nn2S(=O)(=O)c2cccs2)cc1 | 108 | 108 | 109 | 108 | 103 | 116 | 109 | 100 | 99
